# PTAP-TSG101 blk – qHTS Validation Assay for Inhibitors of HIV-1 Budding by Blocking the Interaction of PTAP/TSG101: Sytravon Library Screen; Fluorescence polarization, FITC-PTAP peptide/Tsg101, 20 min; Potency, µM (highest dose often 115 µM), for the others: at the highest dose activity change, negative = inhibition, hits mostly inhibitors; 44,000 tested, under 10 active; AID 1347069, 2019; note: potency is the fitted concentration of half-maximal effect; 0% is about no effect
# Target sequence (Q99816 whole entry, looked up): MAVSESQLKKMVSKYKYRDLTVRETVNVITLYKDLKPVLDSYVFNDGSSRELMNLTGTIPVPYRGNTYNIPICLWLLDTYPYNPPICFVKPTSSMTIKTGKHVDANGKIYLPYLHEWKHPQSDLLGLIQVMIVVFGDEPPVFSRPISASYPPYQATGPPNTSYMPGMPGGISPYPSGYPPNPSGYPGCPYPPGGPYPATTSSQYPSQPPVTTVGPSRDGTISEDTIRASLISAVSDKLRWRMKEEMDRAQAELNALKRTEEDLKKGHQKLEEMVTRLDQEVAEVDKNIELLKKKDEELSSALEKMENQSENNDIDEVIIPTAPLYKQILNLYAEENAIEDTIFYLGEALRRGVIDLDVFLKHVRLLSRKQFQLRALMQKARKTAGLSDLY
#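 qHTS FP binding, 20 min r.t.: 10 uM Tsg101 domain + 50 nM FITC-PTAP peptide, pH 7.5 HEPES buffer with TCEP and EDTA.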
# FH mod – Identification of activators of human fumarate hydratase by quantitative high-throughput screening; Fumarate hydratase, mitochondrial (Homo sapiens), P07954; FH coupled MDH/diaphorase resazurin fluorescence, 15 min; Potency, µM (titrated, usually from 79.9 µM), for inactives: at the top dose activity change, negative = inhibition, actives largely listed as inhibitors; actives 0.22% (n = 54,000); AID 1347055, 2019; note: potency is the fitted concentration of half-maximal effect; % is set by controls: 0 for no effect and ±100 for the full control effect; the screen sought activators but most active calls are inhibition curves; nearly all actives have a fitted effect of over 45% in size
# p53null 39C kill – qHTS Screen for Compounds that Selectively Target Cancer Cells with p53 Mutations: Cytotoxicity of p53 Null Cells at the Nonpermissive Temperature; H1299 p53-null (neo) cells, 39C, ATPlite viability, 24 h; AID 904, 2007; Potency, µM (top dose mostly 46.1 µM), for the others: top-dose activity, negative = cell killing, hits mostly cytotoxic; actives 0.97% (n = 55,000);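 note: potency is the fitted concentration of half-maximal effect; 0% = DMSO only and -100% = full killing by 100 µM tamoxifen; nearly all actives have a fitted effect of over 50% in size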
#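 Cells seeded at 600/well, 37C overnight. Compound added (up to 46 uM), plates shifted to 39C for 24 hr. ATPlite added, luminescence read after 20 min at room temperature.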
# B2AR arrestin ag – qHTS assay of beta-arrestin-biased ligands of beta2-adrenergic receptor: NCGC Sytravon Library Screen. Beta-2 adrenergic receptor (Homo sapiens), P07550. HTLA Tango cells, beta-arrestin recruitment, luciferase luminescence, 18 h. Potency, µM (series often up to 46.1 µM), inactives show at the top dose activation, hits mostly activators. 44,000 tested, under 10 active;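 note: potency is the fitted concentration of half-maximal effect; 0% = DMSO and full agonism = EC100 isoproterenol or metaproterenol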
#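 Tango cell line, 1% FBS DMEM; cpd titration up to 46 microM; 18 hr, 37 degrees C, 5% CO2. Luciferin/ATP substrate mix added, 15 min RT, luminescence. %Activity, CRC fitting, curve-class categorization.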
# NTMT1 inhibitor – Primary qHTS for Inhibitors of N-terminal methyltransferase 1 (NTMT1): MTaseGlo Assay | actives 2.5% (n = 59,000) | N-terminal Xaa-Pro-Lys N-methyltransferase 1 (Homo sapiens), Q9BV86 | NTMT1 MTase-Glo SAH luminescence, purified enzyme | Potency, µM (highest dose often 114 µM), for the others: at the top dose activity change, negative = inhibition, hits mostly inhibitors;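 note: potency is the fitted concentration of half-maximal effect; plate controls were DMSO vehicle for no effect and no enzyme for full effect; nearly all actives have a fitted effect of over 65% in size; many of its hits are not listed in these tables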
# Target sequence (Q9BV86 whole entry, looked up): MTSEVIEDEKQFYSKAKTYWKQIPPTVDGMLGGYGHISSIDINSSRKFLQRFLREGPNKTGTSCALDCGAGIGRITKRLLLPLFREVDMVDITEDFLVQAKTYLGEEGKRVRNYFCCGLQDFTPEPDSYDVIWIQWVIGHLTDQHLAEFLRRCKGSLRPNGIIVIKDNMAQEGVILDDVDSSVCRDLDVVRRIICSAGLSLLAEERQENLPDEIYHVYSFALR
# p53null 32C kill – qHTS Screen for Compounds that Selectively Target Cancer Cells with p53 Mutations: Cytotoxicity of p53 Null Cells at the Permissive Temperature | AID 903, 2007 | actives 0.62% (n = 55,000) | H1299-neo p53 null cells, ATP luminescence, 24 h, 32C | Potency, µM (titrated, usually from 46.1 µM), inactives show at the top dose activity change, negative = cytotoxicity, usual class: cytotoxic;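 note: potency is the fitted concentration of half-maximal effect; 0% = DMSO only and -100% = full killing by 100 µM tamoxifen; nearly all actives have a fitted effect of over 55% in size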
#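 H1299-neo (p53-null) cells, 600/well, were pre-incubated overnight at 37C, then exposed to compounds at up to 46 uM for 24 hr at 32C. Viability was measured as ATP content by luminescence, and AC50 values came from Hill fits.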
# GALK inhibitor – qHTS Assay for Inhibitors of Human Galactokinase (GALK): NCGC Sytravon Library Screen. P51570. AID 1347072, 2019. Potency, µM (top dose mostly 57.5 µM), for the others: at the highest dose activity, negative = inhibition, most hits filed as inhibitors. 44,000 tested, under 10 active. recombinant GALK, Kinase-Glo ATP luminescence, 1 h;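 note: plate controls were full GALK reaction for no effect and reaction lacking GALK for full effect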
# Target sequence (P51570 whole entry, looked up): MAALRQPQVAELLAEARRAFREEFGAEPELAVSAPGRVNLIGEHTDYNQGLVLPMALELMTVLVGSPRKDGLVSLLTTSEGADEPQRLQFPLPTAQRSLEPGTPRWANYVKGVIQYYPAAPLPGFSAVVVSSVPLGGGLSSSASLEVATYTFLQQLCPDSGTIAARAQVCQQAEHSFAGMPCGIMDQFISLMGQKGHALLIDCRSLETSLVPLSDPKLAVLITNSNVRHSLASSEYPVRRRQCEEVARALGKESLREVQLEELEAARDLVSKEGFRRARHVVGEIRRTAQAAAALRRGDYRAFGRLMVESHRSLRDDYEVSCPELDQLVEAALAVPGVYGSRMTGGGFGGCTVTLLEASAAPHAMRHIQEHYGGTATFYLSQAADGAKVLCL
#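 Luminescent ATP-depletion readout (Kinase-Glo Plus) after 1 h room-temperature incubation of human GALK (5 nM) with galactose 100 µM and ATP 35 µM, pH 8.0 HEPES/Mg2+ buffer; compounds tested in qHTS format.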
# * marks the source's active call; other numbers are inactive results; ? = inconclusive; . = not tested or not shown; & = joins results of further samples; [ ] = remark or other dose. Calls come from the whole dose curve; as a rule, active = well fitted curve in the direction sought with a large enough effect; inconclusive = small, poorly fitted or top-dose-only effect, or another doubt; inactive = no such curve, though single readings can be large; an effect the other way counts as inactive or inconclusive.
SMILES,PTAP-TSG101 blk,FH mod,p53null 39C kill,B2AR arrestin ag,NTMT1 inhibitor,p53null 32C kill,GALK inhibitor
CCc1nn(CC(=O)NC2CC2)c(=O)c2cc3ccccc3n12,0%,-21%,-8%,1%,-3%,3%,5%
CCN(CC)S(=O)(=O)c1cccc(C(=O)Nc2ccccc2C(=O)Nc2ccc(OC)cc2)c1,-2%,-28%,-3%,5%,?,-20%,1%
CC(C)Oc1ccc(C(=O)Nc2nnc3n2CCS3)cc1,-1%,14%,?,0%,?,?,-1%
CNC(=O)CN1C(=O)COc2ccc(S(=O)(=O)N3CCC(C)CC3)cc21,-4%,-1%,-8%,0%,?,0%,-4%
Cn1c(=O)c2c(n3c4ccccc4nc13)NC(=O)CC2c1ccccc1F (stereo unspecified),3%,-30%,?,9%,-7%,-9%,3%
COc1cccc(C(=O)c2cn(CC(=O)Nc3cccc(C)c3C)c3nc(C)ccc3c2=O)c1,8%,9%,-20%,1%,-10%,0%,-2%
CCOC(=O)c1cccc(NS(=O)(=O)c2cc(-c3cnc(C4CC4)o3)ccc2C)c1,-4%,?,9%,-1%,1%,43%[activator],-4%
Cc1cccc(C(=O)OCc2cc(=O)n3nc(C4CC4)sc3n2)c1,-8%,-30%,-13%,-1%,15%,-10%,0%
Cc1ccc(NC(=O)[C@@H](c2ccccc2)N2Cc3ccccc3C2=O)cc1,-2%,-12%,-1%,0%,-6%,2%,10%
CC(C)(C)OC(=O)N1CCC(c2c(C(=O)N3CCN(C4CCCCC4)CC3)cnn2-c2cccc(Cl)c2)CC1,-1%,-3%,-4%,2%,5%,12%,2%
O=C(Nc1cccc(C(F)(F)F)c1)Nc1nnc(N2CCCCCC2)s1,-2%,-9%,3%,-2%,8%,2%,3%
O=C(CCSCc1cccc(Cl)c1)NCc1ccccc1Cl,0%,-8%,16%,1%,-7%,2%,-6%
Cc1ccc(-c2nn(CC(=O)NC3CCCCC3)c3c2cnc2ccccc23)cc1,-4%,-1%,0%,-1%,-4%,5%,3%
COc1cccc(OCc2nc3ccccc3n2CCOc2ccccc2)c1,-4%,?,?,-2%,1%,14%,0%
Cc1ccc(NC(=O)C2CCC(CNS(=O)(=O)c3csc(C(N)=O)c3)CC2)cc1Cl (stereo unspecified),-9%,4%,-1%,-1%,3%,-6%,-1%
COc1ccc(NC(=O)C2CCN(C(=O)c3sc4nc[nH]c(=O)c4c3C)CC2)cc1Cl,2%,-6%,12%,0%,-2%,-2%,-3%
COc1ccc(-c2nn(-c3ccccc3)cc2C2NC(=O)NC(C)=C2C(=O)OC(C)C)cc1Cl (stereo unspecified),-4%,?,110%[activator],0%,8%,71%[activator],0%
COc1cccc(N2CC(NC(=O)c3cccc(OC)c3OC)CC2=O)c1 (stereo unspecified),1%,4%,7%,-4%,8%,-3%,0%
CCC1CN(C(=O)NCc2cccc(OC)c2)c2cc(Cl)ccc2O1 (stereo unspecified),-5%,-13%,-8%,1%,-16%,2%,-3%
O=C(Nc1ccc(F)c(Cl)c1)C1CCCN(S(=O)(=O)c2cccc3nsnc23)C1 (stereo unspecified),-3%,-7%,9%,1%,15%,46%[activator],6%
O=C1CC(c2cc(F)cc(F)c2)c2cc3c(cc2N1)OCO3 (stereo unspecified),-4%,0%,-16%,0%,13%,25%,2%
COCCNC(=O)c1ccc2c(c1)ncn2-c1cc(C)ccc1OC,1%,-3%,6%,0%,11%,18%,-1%
COc1ccc(C(CNC(=O)c2oc3ccc(C)cc3c2C)N2CCOCC2)cc1 (stereo unspecified),-7%,-22%,?,-1%,-9%,-7%,-5%
CCCCNC(=O)C1CCC(CNS(=O)(=O)c2ccc(Cl)cc2)CC1 (stereo unspecified),1%,4%,15%,0%,-4%,2%,0%
CC(=O)Nc1ccc(S(=O)(=O)NC2=NCN(C(C)C)CN2)cc1,-15%,1%,.,-2%,7%,.,0%
CCC1Oc2ccccc2N(CC(=O)NCCc2ccc(OC)c(OC)c2)C1=O (stereo unspecified),-4%,-3%,6%&-2%,2%,19%,-5%&4%,0%
CCOCCCNC(=O)c1c(NC(=O)Cc2coc3ccc(C)cc23)sc2c1CCC2,0%,?,6%,-2%,2%,3%,1%
CCN1CCN(CCCNC(=O)Cn2c(-c3cccs3)cc3cc(Cl)ccc32)CC1,-5%,5%,-17%,-1%,?,2%,0%
COc1ccc(NC(=O)CSc2nc(-c3ccccc3)nc3cc(=O)[nH]n23)cc1,-4%,-13%,-13%,-1%,-21%,9%,0%
O=C(Cc1ccc(Cl)cc1)NCCc1csc2nc(-c3ccccc3F)nn12,-1%,-1%,4%,0%,11%,-14%,0%
COc1ccc(-c2noc(CNC(=O)c3ccco3)n2)cc1,-3%,-7%,-14%,-2%,-4%,-5%,5%
CCOc1ccc(N2CC(c3nc4ccccc4n3Cc3cccc(C)c3)CC2=O)cc1 (stereo unspecified),-1%,-19%,75%[activator],-2%,6%,44%[activator],-11%
CCc1ccc(NC(=O)CSC2=Nc3ccccc3C3=NC(CC(=O)NCc4ccccc4)C(=O)N23)cc1 (stereo unspecified),0%,3%,8%,10%,5%,17%,0%
COCCCNC(=O)C1CCC(Cn2c(=O)c3sccc3n(C)c2=O)CC1 (stereo unspecified),8%,-12%,0%,0%,-2%,-2%,0%
Cn1c(=O)oc2cc(S(=O)(=O)NCCC(=O)Nc3ccc(F)cc3F)ccc21,-9%,-5%,1%,1%,6%,3%,8%
COCCCNC(=O)CN1C(=O)c2cccnc2Sc2ccccc21,-4%,3%,8%,0%,10%,-4%,-1%
CCOc1ccccc1C(=O)Nc1cc2c(cc1N1CCCCC1)n(C)c(=O)n2C,-6%,.,?,-2%,.,-14%,2%
CC(=O)c1ccc(NC(=O)c2noc3c2CCc2ccccc2-3)cc1,-6%,.,-5%,-2%,.,3%,4%
CCOC(=O)C1CCN(C(=O)CSc2n[nH]c(-c3ccc(F)cc3)n2)CC1,-2%,22%,-11%,0%,-5%,-4%,-2%
Cc1ccc(OCc2cc(=O)n3cc(C)sc3n2)c(C)c1,-11%,8%,-28%,1%,14%,-13%,8%
CCNC(=O)c1ccc2c(c1)sc1nc(-c3cccc(OC)c3)cn12,-1%,?,-12%,1%,?,3%,0%
COc1ccc(Cl)cc1NC(=O)CSC1=Nc2ccccc2C2=NC(CCC(=O)NCc3ccc(F)cc3)C(=O)N12 (stereo unspecified),13%,-13%,-6%,0%,20%,14%,1%
O=C(CSc1n[nH]c(-c2ccccc2Cl)n1)N1CCN(c2ccccc2)CC1,-3%,-29%,7%,0%,-6%,-4%,-2%
COc1ccc(Cn2ccnc2SCC(=O)NCc2ccco2)cc1,-5%,-1%,8%,0%,3%,3%,3%
CN(C)c1ccc(C(CNC(=O)COc2ccccc2)N2CCOCC2)cc1 (stereo unspecified),-3%,-2%,1%,1%,-9%,12%,-5%
CC1CCN(c2nc3ccc(C(=O)NCc4ccccc4)cc3s2)CC1,3%,2%,-8%,-2%,5%,0%,7%
Cc1nc2scc(C)n2c(=O)c1S(=O)(=O)Nc1ccc(N2CCOCC2)cc1,-15%,.,-10%,-2%,.,-6%,-7%
Cc1ccc2c(CNCc3ccc(C)o3)c(C(=O)O)n(Cc3ccc(F)cc3)c2c1,-12%,?,?,-1%,-3%,1%,?
CCc1ccc(S(=O)(=O)NCc2nc3cccnc3n2Cc2ccccc2Cl)cc1,-6%,-17%,10%,0%,9%,-2%,-8%
Cc1ccccc1OCC(=O)OCc1cc(=O)n2ccsc2n1,0%,?,-3%,-1%,0%,-6%,-2%
CCOc1cccc(CC(=O)N2CCc3c([nH]c4ccccc34)C2c2ccc(Cl)cc2)c1OCC (stereo unspecified),2%,-21%,?,0%,3%,2%,2%

# Some of the entries so far, tab-delimited.
smiles	PTAP-TSG101 blk	FH mod	p53null 39C kill	B2AR arrestin ag	NTMT1 inhibitor	p53null 32C kill	GALK inhibitor
CCNC(=O)c1ccc2c(c1)sc1nc(-c3cccc(OC)c3)cn12	-1%	?	-12%	1%	?	3%	0%
COc1ccc(Cl)cc1NC(=O)CSC1=Nc2ccccc2C2=NC(CCC(=O)NCc3ccc(F)cc3)C(=O)N12 (stereo unspecified)	13%	-13%	-6%	0%	20%	14%	1%
O=C(CSc1n[nH]c(-c2ccccc2Cl)n1)N1CCN(c2ccccc2)CC1	-3%	-29%	7%	0%	-6%	-4%	-2%
COc1ccc(Cn2ccnc2SCC(=O)NCc2ccco2)cc1	-5%	-1%	8%	0%	3%	3%	3%
CN(C)c1ccc(C(CNC(=O)COc2ccccc2)N2CCOCC2)cc1 (stereo unspecified)	-3%	-2%	1%	1%	-9%	12%	-5%
CC1CCN(c2nc3ccc(C(=O)NCc4ccccc4)cc3s2)CC1	3%	2%	-8%	-2%	5%	0%	7%
Cc1nc2scc(C)n2c(=O)c1S(=O)(=O)Nc1ccc(N2CCOCC2)cc1	-15%	.	-10%	-2%	.	-6%	-7%
Cc1ccc2c(CNCc3ccc(C)o3)c(C(=O)O)n(Cc3ccc(F)cc3)c2c1	-12%	?	?	-1%	-3%	1%	?
CCc1ccc(S(=O)(=O)NCc2nc3cccnc3n2Cc2ccccc2Cl)cc1	-6%	-17%	10%	0%	9%	-2%	-8%
Cc1ccccc1OCC(=O)OCc1cc(=O)n2ccsc2n1	0%	?	-3%	-1%	0%	-6%	-2%
CCOc1cccc(CC(=O)N2CCc3c([nH]c4ccccc34)C2c2ccc(Cl)cc2)c1OCC (stereo unspecified)	2%	-21%	?	0%	3%	2%	2%

# Some of the compounds tested. The share of hits here may be higher or lower than overall.
